MITF inh – inhibitors of human MITF; O75030; AlphaScreen MITF homodimerization, bead proximity signal; inhibition, % at 2.6 µM; hit rate 0.91% among 650,000; in the data active = inhibition above about 50%;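 note: 0% = vehicle wells with protein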
FBW7 act – human FBW7 E3 ligase activation, primary screen | Q969H0 | AlphaScreen FBW7–phospho-cyclin E peptide binding, activator screen | normalized activity (activation), % at 26.1 µM | hit rate 0.13% among 650,000 | AID 1259310; in the data active = normalized activity above about 1.9%;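 note: purified mutant Fbw7 with reduced substrate affinity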
Target sequence (Q969H0 whole entry, looked up): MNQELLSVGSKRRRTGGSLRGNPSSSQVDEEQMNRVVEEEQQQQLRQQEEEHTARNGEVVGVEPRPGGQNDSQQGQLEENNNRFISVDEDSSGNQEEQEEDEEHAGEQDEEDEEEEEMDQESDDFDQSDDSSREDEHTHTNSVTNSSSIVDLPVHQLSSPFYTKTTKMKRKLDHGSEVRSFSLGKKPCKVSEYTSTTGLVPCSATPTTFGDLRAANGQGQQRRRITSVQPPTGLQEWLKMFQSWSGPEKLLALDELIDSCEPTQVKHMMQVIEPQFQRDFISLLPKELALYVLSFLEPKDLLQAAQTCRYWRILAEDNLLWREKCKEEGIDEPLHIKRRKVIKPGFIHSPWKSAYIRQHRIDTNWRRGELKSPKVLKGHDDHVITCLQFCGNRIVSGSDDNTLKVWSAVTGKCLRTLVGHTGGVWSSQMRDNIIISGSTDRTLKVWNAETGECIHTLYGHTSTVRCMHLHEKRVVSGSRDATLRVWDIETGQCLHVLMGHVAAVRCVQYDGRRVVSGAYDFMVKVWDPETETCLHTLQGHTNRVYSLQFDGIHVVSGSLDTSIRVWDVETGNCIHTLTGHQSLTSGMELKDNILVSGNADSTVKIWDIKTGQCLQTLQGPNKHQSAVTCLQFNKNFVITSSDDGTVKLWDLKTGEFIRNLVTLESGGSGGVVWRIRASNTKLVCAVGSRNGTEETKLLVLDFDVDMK
GPR151 activ – human GPR151 activation; PathHunter beta-arrestin GPR151 cells, luminescence; activation, % at 11.2 µM; hit rate 1% among 650,000; in the data active = activation above about 4.9%;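 note: 0% = median of compound wells and 100% = cells with positive control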
Target sequence (Q8TDV0 whole entry, looked up): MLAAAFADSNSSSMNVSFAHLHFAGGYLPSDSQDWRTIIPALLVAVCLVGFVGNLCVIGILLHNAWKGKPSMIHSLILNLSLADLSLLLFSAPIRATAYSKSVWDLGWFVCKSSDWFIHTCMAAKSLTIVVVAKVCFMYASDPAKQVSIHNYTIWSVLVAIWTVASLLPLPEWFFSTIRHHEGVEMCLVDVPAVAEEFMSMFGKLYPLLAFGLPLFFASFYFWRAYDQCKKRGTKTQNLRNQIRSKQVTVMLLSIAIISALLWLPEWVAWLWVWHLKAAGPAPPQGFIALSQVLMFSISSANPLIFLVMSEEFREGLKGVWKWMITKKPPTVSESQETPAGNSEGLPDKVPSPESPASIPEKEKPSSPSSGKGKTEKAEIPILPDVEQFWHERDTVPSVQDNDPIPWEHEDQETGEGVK
TEAD-YAP inh – TEAD-YAP interaction inhibition; AID 1259422; HEK-TIYL cells, TEAD-Gal4/YAP UAS-luciferase luminescence; inhibition, % at 9.12 µM; hit rate 1.4% among 640,000; in the data active = inhibition above about 32%;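 note: 0% = median of test compound wells and 100% = reference inhibitor wells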
* marks the source's active call; other numbers are inactive results. Rows are unselected, and some 3.4% of all compounds hit somewhere here.

Fields – MITF inh, FBW7 act, GPR151 activ, TEAD-YAP inh
O=C(c1ccc(Cl)cc1)N1N=C(C(F)(F)F)CC1(O)c1cccc([N+](=O)[O-])c1 (stereo not drawn)
  -1.2, 0.0, 0.6, -6.0
CC1CN(CC(O)COc2ccc(-c3ccccc3)cc2)CC(C)O1 (stereo not drawn)
  1.2, -0.1, -1.6, 4.3
COc1cccc(/C=C2\N=C(c3cccc(Br)c3)OC2=O)c1
  -11.6, 0.0, 4.4, -1.3
COc1cc(/C=N/NC(=O)c2cncc(Br)c2)ccc1OC(=O)c1ccco1
  -7.2, 1.2, -0.8, -2.8
COc1ccc2nc(NC(=O)c3sc4ncn(CC(=O)N5CCCCC5C)c(=O)c4c3C)sc2c1 (stereo not drawn)
  -5.8, -0.1, 0.6, 6.2
Cc1nc(N)sc1N=Nc1ccccc1
  -0.5, -0.7, 0.1, -81.3
O=C(NCc1ccc2c(c1)OCO2)C1(S(=O)(=O)c2ccc(Cl)cc2)CC1
  87.8*, -0.1, 0.8, 9.8
CC(C)Cc1cc(C(=O)Nc2ccc(C#N)cc2)no1
  -9.6, 0.3, -1.1, -16.0
O=C(CC12CC3CC(CC(C3)C1)C2)Nc1cccc(NC(=O)c2ccco2)c1
  3.9, -0.1, 0.0, 7.1
O=C(CNC(=O)c1ccccc1)NCC(=O)OCc1ccc(C(=O)c2ccccc2)cc1
  -0.6, 0.1, 1.5, -8.9
CCOC(=O)Cn1c(-c2cc(C)ccc2C)csc1=Nc1ccc(F)cc1
  17.5, -0.1, 1.2, 10.6
CC1Cc2ccccc2N1C(=O)CN(C)S(=O)(=O)c1cccc2cccnc12 (stereo not drawn)
  3.0, 0.1, -0.8, -3.3
Cc1ccc2cc(C#N)c(NCCNC(=O)CCC(=O)O)nc2c1
  -0.3, -0.1, 0.1, -6.7
COc1ccc(-c2nc3cc(C)ccc3o2)cc1NC(=O)c1ccco1
  6.8, 0.2, -0.3, -14.3
Cc1nc([N+](=O)[O-])cn1CC(=O)c1ccccc1
  3.3, 0.2, 1.9, 1.2

Single values from the results shown:
Under TEAD-YAP inh, COc1ccc(-c2nc3cc(C)ccc3o2)cc1NC(=O)c1ccco1 shows -14.3
Under MITF inh, COc1cc(/C=N/NC(=O)c2cncc(Br)c2)ccc1OC(=O)c1ccco1 shows -7.2

Following part:
Fields – MITF inh, FBW7 act, GPR151 activ, TEAD-YAP inh
Nc1ncnc2c1nc(SCCC(=O)O)n2Cc1ccccc1
  7.3, 0.0, 1.1, -0.2
CCc1cccc(C)c1NC(=O)c1cc(S(=O)(=O)N2CCC(C)CC2)ccc1F
  -6.6, 0.0, -0.4, -5.3
CC(C)CCCC(C)C1CCC2C3CC=C4CC(S)CCC4(C)C3CCC12C (stereo not drawn)
  0.0, 0.1, -0.4, 11.4
CC1(C)CC(=O)C(C=NC(Cc2ccccc2)C(=O)O)=C(O)C1 (stereo not drawn)
  3.6, 0.0, -1.4, -1.1
CC(=O)N1CCc2cc(Br)cc(S(=O)(=O)N3CCc4ccccc4C3)c21
  5.0, 0.0, -1.1, -0.1
CC1=C(C(=O)OC2CCCCCC2)C(c2coc3ccc(C)cc3c2=O)C2=C(CC(C)(C)CC2=O)N1 (stereo not drawn)
  1.8, -0.1, 0.5, 3.8
Cc1ccc(/C=C2\N=C(c3ccc(C)c(C)c3)OC2=O)cc1
  -10.3, 0.0, -0.6, -3.8
O=Cc1ccccc1-c1ccc(OCCN2CCCCC2)nc1
  -7.8, -0.4, -0.1, 3.5
Cc1cc(NC(=O)c2cc([N+](=O)[O-])ccc2Br)ccc1NC(=O)c1ccccc1
  -5.1, -0.1, 0.0, 6.5
CC(Oc1ccc(F)cc1)C(=O)NNC(=O)CN(C)S(=O)(=O)c1ccc(Cl)cc1 (stereo not drawn)
  -3.8, -0.1, 0.8, 4.2
CCOc1ccc2nc(N3CCCC3C(=O)N(C)Cc3cccs3)nc(C)c2c1 (stereo not drawn)
  -15.2, -0.1, -0.7, 0.7
C=C(C)COc1ccc2oc(-c3ccccc3)c(C(=O)O)c2c1
  15.3, 0.1, -0.5, 1.3
CC(C(=O)O)N1C(=O)C2C3C=CC(C3)C2C1=O (stereo not drawn)
  16.4, 0.2, -0.9, -3.9
O=C(N/N=C/c1ccc([N+](=O)[O-])s1)c1ccc(NC(=O)c2cccc([N+](=O)[O-])c2)cc1
  -9.8, 0.1, -0.6, -1.9
COc1cc(Nc2nc(-c3cccc(N)c3)nc3c2ncn3C2CCCCC2)cc(OC)c1OC
  5.0, -0.3, -0.5, -1.4
O=C1C2C3CC(C(Br)C3Br)C2C(=O)N1c1cccnc1 (stereo not drawn)
  3.1, 0.1, 0.2, -2.5
CCC(=O)N(CCO)Cc1cc2cc(C)cc(C)c2[nH]c1=O
  2.8, 0.0, -0.4, 2.1
O=c1c2cc3c(=O)n(-c4ccccn4)c(=O)c3cc2c(=O)n1-c1ccccn1
  16.9, 0.4, 0.0, 5.4
COc1ccc(CC(=O)NCCn2ncc3c(=O)n(Cc4cccc(C)c4)cnc32)cc1
  1.4, -0.1, -0.1, 2.2
Cn1c(=O)[nH]c(=O)c2c1nc(Br)n2CC(=O)c1ccc([N+](=O)[O-])cc1
  17.3, 0.5, -1.4, 5.9
COc1cccc(C(=O)NNC(=O)c2ccc(C(C)(C)C)cc2)c1
  3.8, 0.1, -1.0, -11.7
CCOC(=O)N1CCC(NC(=O)c2noc3c2COc2ccc(C)cc2-3)CC1
  3.4, 0.0, 4.2, 7.8
O=C1NC(=O)N(c2ccc([N+](=O)[O-])cc2)C(=O)/C1=C/c1ccco1
  78.2*, -0.1, 0.1, -2.3
COc1ccc(NC(=O)COc2ccc(OC)cc2)cc1
  26.4, 0.1, 0.1, 0.5
COCCNC(=O)C1CCC(=O)N(c2ccc(OC)cc2)C1c1ccc(OC)c(OC)c1 (stereo not drawn)
  -9.4, -0.1, 2.3, -0.4
N#Cc1c(N)nc(SCC(N)=O)c(C#N)c1C1CCCCC1
  17.0, 0.6, 0.5, -26.4
O=c1oc(-c2ccccc2F)nc2sc3c(c12)CCCCC3
  -5.4, 0.0, -0.9, 12.9
O=C1CCCN1Cc1n[nH]c(=S)n1-c1ccccn1
  15.5, 0.1, 0.9, -1.5
O=C(CN(c1ccccc1)S(=O)(=O)c1ccccc1[N+](=O)[O-])Nc1cccnc1
  9.2, 0.1, 0.0, 2.3
Cc1cc(=O)[nH]c(N/N=C/c2c(C)nn(-c3ccccc3)c2Cl)n1
  -0.7, -0.1, 1.3, 10.0

21 structures already listed, arranged by molecular weight, smallest number first:
Fields – MITF inh, FBW7 act, GPR151 activ, TEAD-YAP inh
CC(C(=O)O)N1C(=O)C2C3C=CC(C3)C2C1=O (stereo not drawn)
  16.4, 0.2, -0.9, -3.9
O=C1CCCN1Cc1n[nH]c(=S)n1-c1ccccn1
  15.5, 0.1, 0.9, -1.5
COc1ccc(NC(=O)COc2ccc(OC)cc2)cc1
  26.4, 0.1, 0.1, 0.5
Cc1ccc(/C=C2\N=C(c3ccc(C)c(C)c3)OC2=O)cc1
  -10.3, 0.0, -0.6, -3.8
CCC(=O)N(CCO)Cc1cc2cc(C)cc(C)c2[nH]c1=O
  2.8, 0.0, -0.4, 2.1
C=C(C)COc1ccc2oc(-c3ccccc3)c(C(=O)O)c2c1
  15.3, 0.1, -0.5, 1.3
O=Cc1ccccc1-c1ccc(OCCN2CCCCC2)nc1
  -7.8, -0.4, -0.1, 3.5
O=c1oc(-c2ccccc2F)nc2sc3c(c12)CCCCC3
  -5.4, 0.0, -0.9, 12.9
COc1cccc(C(=O)NNC(=O)c2ccc(C(C)(C)C)cc2)c1
  3.8, 0.1, -1.0, -11.7
O=C1NC(=O)N(c2ccc([N+](=O)[O-])cc2)C(=O)/C1=C/c1ccco1
  78.2*, -0.1, 0.1, -2.3
Cc1cc(=O)[nH]c(N/N=C/c2c(C)nn(-c3ccccc3)c2Cl)n1
  -0.7, -0.1, 1.3, 10.0
O=c1c2cc3c(=O)n(-c4ccccn4)c(=O)c3cc2c(=O)n1-c1ccccn1
  16.9, 0.4, 0.0, 5.4
CCOC(=O)N1CCC(NC(=O)c2noc3c2COc2ccc(C)cc2-3)CC1
  3.4, 0.0, 4.2, 7.8
O=C1C2C3CC(C(Br)C3Br)C2C(=O)N1c1cccnc1 (stereo not drawn)
  3.1, 0.1, 0.2, -2.5
Cn1c(=O)[nH]c(=O)c2c1nc(Br)n2CC(=O)c1ccc([N+](=O)[O-])cc1
  17.3, 0.5, -1.4, 5.9
CCOc1ccc2nc(N3CCCC3C(=O)N(C)Cc3cccs3)nc(C)c2c1 (stereo not drawn)
  -15.2, -0.1, -0.7, 0.7
O=C(CN(c1ccccc1)S(=O)(=O)c1ccccc1[N+](=O)[O-])Nc1cccnc1
  9.2, 0.1, 0.0, 2.3
COc1ccc(CC(=O)NCCn2ncc3c(=O)n(Cc4cccc(C)c4)cnc32)cc1
  1.4, -0.1, -0.1, 2.2
O=C(N/N=C/c1ccc([N+](=O)[O-])s1)c1ccc(NC(=O)c2cccc([N+](=O)[O-])c2)cc1
  -9.8, 0.1, -0.6, -1.9
COCCNC(=O)C1CCC(=O)N(c2ccc(OC)cc2)C1c1ccc(OC)c(OC)c1 (stereo not drawn)
  -9.4, -0.1, 2.3, -0.4
Cc1cc(NC(=O)c2cc([N+](=O)[O-])ccc2Br)ccc1NC(=O)c1ccccc1
  -5.1, -0.1, 0.0, 6.5

Additional structures:
Fields – MITF inh, FBW7 act, GPR151 activ, TEAD-YAP inh
CC(C)C1Oc2ccccc2C2CC(c3ccccc3)=NN21 (stereo not drawn)
  -8.6, -0.1, 0.6, -40.2
COc1ccc(/C=C/C2=CC(C)(C)NC(=S)N2)cc1OC
  -2.9, -0.3, 0.3, -5.1
COc1cccc(NC(=O)c2cnc(NS(=O)(=O)c3ccccc3)nc2)c1
  1.1, 0.0, -0.1, -8.1
COc1ccccc1NC(=O)CN1CCN(CC(=O)Nc2ccccc2F)CC1
  9.2, 0.2, -0.9, -1.3
O=C(Nc1ccc(-c2ccn[nH]2)cc1)C1CCCN(Cc2cccc3cccnc23)C1 (stereo not drawn)
  4.1, -0.2, 0.0, -0.8
CN1C(=O)C2(c3ccccc31)C(C(=O)N1CCc3ccccc31)CC1CCCN12 (stereo not drawn)
  6.5, -0.2, -0.7, -6.9
COc1ccc(Nc2ccnc3c(-c4ccc(C(=O)NC5CC5)cc4)cnn23)cn1
  19.9, -0.4, 3.9, 6.4
COc1cc(Cl)cc(/C=N\NC(=O)CNc2ccc(C)cc2)c1O
  -15.2, 0.1, 0.8, -3.0
CN(C)c1ccc(C(=O)N2CCCC2c2nc3ccccc3[nH]2)cc1 (stereo not drawn)
  -5.4, -0.1, -0.4, -10.7
Cc1cc(C)nc(SCc2c(C(=O)NCc3ccco3)nnn2-c2ccccc2)n1
  -0.9, -0.1, 1.2, 1.3
CCOc1ccc(N2C(=O)C3C4c5ccc(C(C)(C)C)cc5C(c5ccc(C(C)(C)C)cc54)C3C2=O)cc1 (stereo not drawn)
  -13.2, 0.1, -1.1, -6.6
CC1(C)CC(NC(=O)C(=O)NCCc2ccccc2)CC(C)(C)N1
  19.8, 0.0, 0.4, 0.8
NC1=C(c2nc3ccccc3s2)CC(c2ccccc2)O1 (stereo not drawn)
  4.6, -0.1, 1.2, -5.9
CCCOc1cccc(C(=O)Nc2cccc(-c3nc4cc(C)c(C)cc4o3)c2)c1
  15.7, 0.1, 0.3, -18.7
O=C(Nc1cccnc1)c1cc(-c2cccs2)on1
  11.7, 0.1, -0.9, 1.2
COc1cccc2cc(C(=O)Nc3ccccc3)c(=Nc3cccc(C#N)c3)oc12
  -5.2, 0.0, 2.5, -29.2
O=C(Nc1ccc2nc(SCc3ccc(I)cc3)sc2c1)c1ccc(Cl)cc1
  4.0, 0.0, 2.1, -0.9
O=C(O)/C=C/C(=O)NNC(=O)c1ccc(-c2ccccc2)cc1
  1.5, -0.2, -2.0, 0.5
CCOc1cc(C=O)cc(Cl)c1OC(=O)c1ccc([N+](=O)[O-])cc1
  16.0, 0.1, -0.2, 2.3
Cn1c(SCC(=O)Nc2nnc(-c3ccccc3)s2)nnc1-c1ccccc1
  -1.5, 0.0, -0.9, -17.2
COc1ccc(CCN2C(=S)N(c3ccc(Cl)cc3)C(=O)C2CC(N)=O)cc1OC (stereo not drawn)
  -9.5, -0.1, -2.0, 7.6
CCNC(=O)c1ccc(N(C)S(=O)(=O)c2ccc(OC)cc2)cc1
  9.5, 0.1, -0.3, 1.2
COc1ccccc1C(=O)Nc1ncc2c(n1)CC(C)(C)CC2=O
  -13.8, 0.0, -0.3, -10.1
COc1cc(Nc2ccnc(NCCN3CCOCC3)n2)cc(OC)c1OC
  -3.4, -0.1, -0.9, 6.7
N#C/C(=C\c1ccc(OC(=O)c2ccccn2)cc1)C(N)=O
  53.0*, 0.0, -1.0, 10.3
O=C(COC(=O)c1ccc(Br)c([N+](=O)[O-])c1)c1ccccc1
  6.2, 0.7, 0.2, 24.0
O=C(N/N=C/c1ccc(Cl)s1)C(O)c1ccccc1 (stereo not drawn)
  5.2, 0.1, -1.5, -7.3
CCOc1ccc(C(=O)N(C)Cc2cc3ccccc3[nH]c2=O)cc1
  7.6, 0.0, -1.0, -3.5
CC1=C(C(=O)Nc2ccc(Cl)cc2)C(c2ccco2)C(C#N)=C(SCC(=O)Nc2ccc(C)cc2C)N1 (stereo not drawn)
  0.0, 0.0, 4.0, 6.9
C=CCOc1ccccc1/C=c1\sc2n(c1=O)C(c1ccc(OCC)c(OCC)c1)C(C(=O)OCC)=C(C)N=2 (stereo not drawn)
  -3.3, -0.1, -1.0, 5.3
COc1ccc(CCNC(=O)c2csc(-c3ccc(C(=O)NC4CC4)cc3)n2)cc1
  -14.5, -0.2, -0.7, 13.0
Cn1c(=NC(=O)c2cnccn2)sc2ccccc21
  4.5, -0.2, 0.2, -27.6
